From PubChem BioAssay
FUS suppressor – rescues growth of FUS-expressing yeast | S. cerevisiae FUS-expressing, growth rescue, OD600, 24 h | Potency, µM (highest dose often 76.6 µM), without a hit: top-dose growth rescue (activation), actives largely listed as activators | 390,000 tested, 0.24% active;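 also: plate controls were DMSO vehicle for no effect and reference control for full effect; nearly all actives have a fitted effect of over 55% in size; some results filed as inactive show a strong effect at the top dose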
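Galactose (2%) drives FUS expression in yeast precultured in raffinose; seeding density OD 0.005. Test compounds incubated 24hr at 30C and 99% humidity before absorbance at 600 nm was measured.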
EPAC2 antag – blocks human EPAC2 exchange factor | Q8WZA2 | EPAC2 GEF exchange of Rap1B-BODIPY-GDP, fluorescence | Potency, µM (highest dose often 114 µM), for the others: at the top dose activity, negative = inhibition, most hits filed as inhibitors | 360,000 tested, 0.18% active; also: % is scaled to controls: 0 for no effect and ±100 for the full control effect; nearly all actives have a fitted effect of over 45% in size; many of its hits are not listed in these tables
EPAC2 agonist – EPAC2 (human) agonism | AID 720711 | 360,000 tested, 0.079% active | Potency, µM (highest dose often 154 µM), for inactives: at the top dose activation, most hits filed as activators | EPAC2 activation, biochemical qHTS; response scale: 100% = 6.5 mM cAMP response; also: nearly all actives have a fitted effect of over 50% in size
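Setup: EPAC2 100 nM, labeled Rap1B complex 250 nM, free GDP 50 uM. Compound titrations pinned in, brief spin, 5 min room temperature incubation. Kinetic fluorescence read over 30 min, normalized to 6.5 mM cAMP.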
EPAC1 ag – EPAC1 (human) agonism; EPAC1 agonist qHTS, biochemical assay; response scale: 100% = response to 6.5 mM cAMP; Potency, µM (highest dose often 154 µM), for the others: at the top dose activation, hits mostly activators; 360,000 tested, 0.073% active; AID 720707; also: nearly all actives have a fitted effect of over 60% in size
Target sequence (O95398 whole entry, looked up): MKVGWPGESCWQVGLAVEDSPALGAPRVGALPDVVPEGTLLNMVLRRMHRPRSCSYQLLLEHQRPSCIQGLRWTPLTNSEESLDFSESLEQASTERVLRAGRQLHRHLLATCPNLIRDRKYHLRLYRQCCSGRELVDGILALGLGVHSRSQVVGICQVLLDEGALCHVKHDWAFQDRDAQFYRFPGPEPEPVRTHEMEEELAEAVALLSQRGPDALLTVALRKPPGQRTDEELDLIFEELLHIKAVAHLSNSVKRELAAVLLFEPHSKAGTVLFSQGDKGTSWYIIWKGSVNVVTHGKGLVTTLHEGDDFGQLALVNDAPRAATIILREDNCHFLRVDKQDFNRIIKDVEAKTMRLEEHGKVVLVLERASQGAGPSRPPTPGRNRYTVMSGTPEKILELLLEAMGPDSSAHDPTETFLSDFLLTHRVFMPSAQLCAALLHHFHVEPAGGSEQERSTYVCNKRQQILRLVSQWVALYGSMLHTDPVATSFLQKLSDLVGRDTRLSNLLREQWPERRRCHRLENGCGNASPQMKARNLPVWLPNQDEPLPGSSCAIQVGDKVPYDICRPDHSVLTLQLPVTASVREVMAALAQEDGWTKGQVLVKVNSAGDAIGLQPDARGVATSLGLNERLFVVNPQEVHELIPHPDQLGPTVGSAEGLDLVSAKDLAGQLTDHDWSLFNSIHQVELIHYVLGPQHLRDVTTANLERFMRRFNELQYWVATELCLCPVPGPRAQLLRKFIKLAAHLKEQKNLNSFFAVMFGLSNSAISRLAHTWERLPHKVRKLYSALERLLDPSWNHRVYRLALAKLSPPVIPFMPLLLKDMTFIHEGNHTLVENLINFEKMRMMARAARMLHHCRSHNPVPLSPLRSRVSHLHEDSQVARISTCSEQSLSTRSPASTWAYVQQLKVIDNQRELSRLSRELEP
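Nucleotide exchange assay: 100 nM EPAC1 with 250 nM Rap1B loaded with BODIPY-GDP and 50 uM GDP, room temperature. Fluorescence (480/540 nm) read every 5 min for 30 min; signal change normalized to 6.5 mM cAMP as full agonist.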
aSyn yeast inh – inhibitors of alpha-synuclein toxicity in yeast; Yeast expressing alpha-synuclein, growth rescue, BacTiter-Glo, 24 h; Potency, µM (highest dose often 46.1 µM), without a hit: at the highest dose growth rescue (activation), actives largely listed as activators; 370,000 tested, 0.14% active; also: % of control where 0% means no effect; nearly all actives have a fitted effect of over 65% in size
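Readout is rescue of growth in alpha-synuclein-expressing yeast, so inhibitors of toxicity appear as activators. Growth after 24 hr at 30 deg C in galactose medium is quantified by luminescence.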
PTHR1 ag – activates the human parathyroid hormone receptor PTHR1; 410,000 tested, 0.075% active; AID 743266; Potency, µM (highest dose often 115 µM), for inactives: at the top dose activation, actives largely listed as activators; HEK293 GP2 PTHR1 cells, GloSensor cAMP luminescence, 1 h; Q03431; also: nearly all actives have a fitted effect of over 55% in size; some results filed as inactive show a strong effect at the top dose; inactives centre near -15; many of its hits are not listed in these tables
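HEK-293-derived GP2 cells expressing PTHR1 and a GloSensor cAMP reporter, 3,000/well, plated overnight, given luciferin plus IBMX (each 0.5 mM as added) for 1 h at 37 °C, then compound for 1 h at 37 °C. Luminescence was read after 15 min at room temperature.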
EPAC1 antag – EPAC1 (human) antagonism; O95398; EPAC1 GEF assay, Rap1b-BODIPY-GDP exchange fluorescence; Potency, µM (titrated, usually from 115 µM), for the others: at the top dose activity change, negative = inhibition, most hits filed as inhibitors; 360,000 tested, 0.14% active; AID 720709;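 also: plate controls were vehicle for no effect and positive control for full effect; nearly all actives have a fitted effect of over 50% in size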
TDP-43 yeast inh – inhibitors of TDP-43 toxicity in yeast; TDP-43 expressing yeast growth rescue, BacTiter-Glo, 24 h; Potency, µM (titrated, usually from 46.1 µM), for the others: at the top dose growth rescue (activation), most hits filed as activators; 410,000 tested, 1.8% active; also: % of control where 0% means no effect; nearly all actives have a fitted effect of over 50% in size
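Yeast expressing TDP-43 (pregrown in raffinose, seeded at OD600=0.02 in galactose medium) exposed to compounds 24 hr at 30 deg C. Growth read by BacTiter-Glo luminescence; rescue of toxicity appears as increased signal.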
Starred values were filed as active, the others as inactive; i = inactive; ? = inconclusive; . = not tested or not shown; & = joins results of further samples; [ ] = dose if it differs, or a comment. Calls follow the shape of the dose curve; as a rule, active = well fitted curve in the direction sought with a large enough effect; inconclusive = small, poorly fitted or top-dose-only effect, or another doubt; inactive = no such curve, though single readings can be large; an effect the other way counts as inactive or inconclusive. Potency is read from the fitted curve at half-maximal effect. A portion of the library. The share of hits here may be higher or lower than overall.

Below each SMILES: FUS suppressor | EPAC2 antag | EPAC2 agonist | EPAC1 ag | aSyn yeast inh | PTHR1 ag | EPAC1 antag | TDP-43 yeast inh
CC(=O)N(Cc1c(C)nn(-c2ccccc2)c1Cl)c1ccc(Cl)cc1
→ 41% | 1% | 13% | 3% | 18% | -6% | -9% | 6%
CC1CC(C)CN(CC(=O)N2CCc3[nH]c4ccccc4c3C2)C1 (centres undefined)
→ -23% | -2% | 11% | 2% | 1% | i | -12% | 20%
CCC1Cc2c(nc(N)c3c(N)nc(N4CCCCC4)c(C#N)c23)O1 (centres undefined)
→ 19% | -25% | 5% | 9% | 4% | -11% | -29% | ?
CCOC(=O)C1(C)CCCN(C(=O)c2ccc(OC)cc2OC)C1 (centres undefined)
→ -16% | 3% | 2% | 8% | -4% | -20% | 5% | 21%
COc1ccccc1C(=O)Nc1nc2ccc(S(C)(=O)=O)cc2s1
→ -10% | 8% | 7% | 7% | -7% | -12% | 6% | -9%
Cc1occc1C(=O)NCCCCc1ccccc1
→ -8% | 8% | -2% | 2% | -2% | i | 1% | 11%
COc1ccc(CN2CCN(Cc3cccc(F)c3)CC2)cc1OC
→ 7% | 0% | 11% | 7% | -3% | -6% | -4% | 4%
Cc1ccc(-c2cc(C(=O)Nc3nccs3)c3ccccc3n2)o1
→ . | 0% | 7% | 6% | 1% | -13% | 5% | -6%
COC(=O)c1cc(=O)[nH]c(SCc2cccc(C)c2)n1
→ -30% | 4% | 4% | 9% | 0% | -13% | -1% | 21%
O=C(Nc1ncn[nH]1)c1cc(S(=O)(=O)Nc2cccc(C(F)(F)F)c2)ccc1Cl
→ -1% | 30% | -15% | -19% | 2% | -53%[inhibitor] | -23% | 3%
CCOc1ccc(NS(=O)(=O)c2cc(C(=O)N3CCC3)ccc2Cl)cc1
→ -9% | 7% | 8% | 2% | 3% | i | -11% | 22%
O=C(COc1ccccc1[N+](=O)[O-])OCC(=O)c1ccc(Br)s1
→ 0% | 2% | 10% | -3% | 17% | i | -10% | 4%
CCCCCc1nnc(NC(=O)c2cccc(S(=O)(=O)N3CCOCC3)c2)s1
→ . | -14% | -4% | 2% | 7% | -74%[inhibitor] | 0% | -11%
CC(=C\c1ccccc1)/C=C1/SC(=S)N(CCCC(=O)O)C1=O
→ 35% | -12% | 2% | -3% | 14% | -25% | ? | 13%
O=C1NC(c2ccccc2Cl)=N/C1=C/c1ccco1
→ 42% | 4% | -2% | -4% | -9% | -22% | -4% | -13%
COc1cc(CN2CCN(C(C)C)C(CCO)C2)ccc1OCc1ccccc1 (centres undefined)
→ -9% | -1% | 5% | 6% | ? | i | -8% | -3%
Cc1ccc2c(Cl)cc(Cl)c(OCC(=O)NC3CCS(=O)(=O)C3)c2n1 (centres undefined)
→ 20% | -4% | 6% | -4% | 0% | i | 2% | -18%[0.397 µM]
CC(=O)N[C@@H](CS)C(=O)O
→ -29% | 0% | 8% | -24% | -1%&-5% | -13% | -7% | 6%
COc1ccccc1C(=O)N/N=C/c1cnc2ccccc2n1
→ 13% | 11% | -2% | -1% | 1% | i | 27% | 11%
CC1CC(C)CN(C(=O)c2ccc(S(=O)(=O)N3CC(C)CC(C)C3)cc2)C1 (centres undefined)
→ 37% | -11% | 11% | -1% | -4% | i | -22% | -19%
CC(OC(=O)Cc1n[nH]c(=O)c2ccccc12)C(=O)Nc1ccc(S(N)(=O)=O)cc1 (centres undefined)
→ -2% | 18% | 5% | 0% | 2% | i | 12% | 12%
O=C(N/N=C/c1cccc(O)c1)c1cc(-c2ccccc2)nc2ccccc12
→ ? | -7% | 6% | 2% | 1% | -14% | -25% | 9%
CC1CCC(NC(=O)C(Cc2ccccc2)n2cccc2)CC1 (centres undefined)
→ 16% | -15% | 3% | -5% | 3% | i | -22% | 2%
CCN(CC(=O)NCc1ccncc1)S(=O)(=O)c1ccc(OC)cc1
→ 5% | 2% | 2% | 7% | 2% | -1% | 10% | -17%
CC(NC(=O)Cc1ccsc1)c1ccc(F)cc1 (centres undefined)
→ 18% | 7% | 10% | 7% | 1% | i | 7% | -5%
NC(=O)C1CCCN(Cc2ccc(Cl)cc2)C1 (centres undefined)
→ -5% | 6% | 2% | 0% | 2% | i | 7% | -8%
CC(C)CN1CC(C(=O)O)CC1=O (centres undefined)
→ -17% | -3% | 2% | -6% | -1% | -17% | 1% | 5%
CC(OC(=O)C1CCN(S(=O)(=O)c2ccc(C(C)(C)C)cc2)CC1)C(=O)N1CCOCC1 (centres undefined)
→ . | 18% | -4% | -3% | -2% | -30% | 2% | 26%
O=C(CSc1nc2c(c(C(F)(F)F)n1)CCc1ccccc1-2)NCc1ccccc1
→ 15% | 7% | -4% | 5% | 7% | -3%[57.5 µM] | 4% | 7%
Cc1c(CN2CCC(CO)(Cc3ccccc3)CC2)c2ccccc2n1C
→ -5% | -6% | 0% | 1% | -1% | -6% | -1% | 23%

Sorted by number of heavy atoms (largest number first): 3 of the compounds above
Below each SMILES: FUS suppressor | EPAC2 antag | EPAC2 agonist | EPAC1 ag | aSyn yeast inh | PTHR1 ag | EPAC1 antag | TDP-43 yeast inh
O=C(Nc1ncn[nH]1)c1cc(S(=O)(=O)Nc2cccc(C(F)(F)F)c2)ccc1Cl
→ -1% | 30% | -15% | -19% | 2% | -53%[inhibitor] | -23% | 3%
CC(=O)N(Cc1c(C)nn(-c2ccccc2)c1Cl)c1ccc(Cl)cc1
→ 41% | 1% | 13% | 3% | 18% | -6% | -9% | 6%
CC1CCC(NC(=O)C(Cc2ccccc2)n2cccc2)CC1 (centres undefined)
→ 16% | -15% | 3% | -5% | 3% | i | -22% | 2%

(more compounds)
Below each SMILES: FUS suppressor | EPAC2 antag | EPAC2 agonist | EPAC1 ag | aSyn yeast inh | PTHR1 ag | EPAC1 antag | TDP-43 yeast inh
CCOc1cc(/C=N/O)cc(Br)c1OCC(=O)NCc1ccccc1
→ 14% | -4% | 16% | -1% | 4% | -28% | -10% | 5%
Cc1ccc(Oc2cc(C#N)c(C#N)cc2-n2nnc3ccccc32)cc1C
→ 6% | 7% | -9% | -11% | -4% | -9%[57.5 µM] | -5% | -2%
COCCCNC(=O)c1cccc2c(-c3ccnn3C)coc12
→ -18% | 3% | 12% | -13% | -9% | 2% | -4% | ?
O=C(O)c1ccccc1C(=O)Nc1ccc(-n2ccc(C(F)(F)F)n2)cc1
→ 13% | 5% | -2% | 3% | 1% | i | 14% | 7%
O=C(O)c1cc(NC2(c3ccccc3)C(=O)c3ccccc3C2=O)ccc1Cl
→ 1% | . | . | . | 2% | i | . | 21%
COc1ccc(NS(=O)(=O)c2cc(C(=O)NNC(=O)c3ccncc3)ccc2OC)c(OC)c1
→ 11% | 0% | 5% | -3% | -9% | i | -8% | -23%
CN1CCN(CCc2cn3ncc(C#N)c3nc2-c2ccc(F)cc2)CC1
→ -17% | 8% | -2% | 3% | 1% | i | 1% | -14%
Nc1c(C(=O)NCc2ccccc2)nnn1Cc1ccccc1
→ -3% | -8% | -3% | -6% | 1% | i | -9% | 14%
COCCNc1nc(NCc2ccccc2)nc2ccsc12
→ -9% | ? | 0% | 5% | -2% | i | 0% | ?
COC(=O)C1=CN(Cc2ccc(F)cc2)C=C(C(=O)OC)C1c1ccc(O)c(OC)c1
→ 0% | -16% | 5% | -1% | 2% | -14% | -14% | -2%
CCCn1c(NC(=O)C23CC4CC(CC(O)(C4)C2)C3)nc2ccccc21
→ 9% | 5% | 3% | 1% | -4% | i | 2% | 5%
O=[N+]([O-])c1ccc(Cn2cc(-c3cccc(C(F)(F)F)c3)nn2)cc1
→ 28% | -21% | 12% | -5% | 21% | -17% | ? | 16µM*
Cc1ccsc1CNn1cnnc1SCc1ccc(Cl)cc1
→ 22% | 4% | 2% | 5% | -6% | -13% | -3% | 0%
COc1ccc(/C=N/Nc2cc(N3CCOCC3)ncn2)c(OC)c1
→ -17% | 6% | -2% | 3% | 2% | -20% | -5% | 16%
CC(C)=C(NC(=O)c1ccccc1)C(=O)NCCCC(=O)O
→ -21% | -3% | 15% | 3% | -4% | i | 10% | -26%
O=C(O)c1c(-c2ccc(Cl)cc2)cn2ccccc12
→ 5% | 6% | 6% | -4% | 1% | -4% | -5% | -8%
Cn1c(-c2csc(-c3cccc(C(F)(F)F)c3)n2)n[nH]c1=S
→ 1% | 2% | 2% | 9% | -12% | i | 8% | 11%
CC(C)CC(c1nnnn1C(C)(C)C)N1CCN(C2CCCC2)CC1 (centres undefined)
→ -20% | 3% | -5% | 4% | -6% | -2% | -3% | 24%
Cc1c(NS(=O)(=O)c2cccc(C(=O)Nc3ccccc3)c2)c(=O)n(-c2ccccc2)n1C
→ 7% | 3% | 4% | 1% | -1% | -10% | 8% | -3%
O=c1[nH]c(N/N=C/c2ccccc2Br)nnc1-c1ccccc1
→ . | 11% | -12% | -7% | -8% | i | 2% | 0%
CNc1c([N+](=O)[O-])cnn1-c1ccc(C)cc1
→ 3% | 3%[57.1 µM] | 0% | 10% | 0% | -5%[57.5 µM] | 0% | 0%
COc1cccc(-n2c(=S)sc3c(=O)n(-c4ccccc4C)c(SCC(=O)O)nc32)c1
→ 19% | -15% | 17% | 3% | -5% | 26% | -10% | -12%
Cc1cccc(OCC(O)CN2CCc3ccccc3C2)c1 (centres undefined)
→ 6% | 2% | 11% | 0% | -6% | -2% | -6% | 9%
COc1ccc([N+](=O)[O-])cc1NC(=O)COC(=O)c1ccccc1O
→ 3% | -1% | -1% | 10% | -3% | i | 0% | 5%
COc1ccc(OC)c(Nc2nc(N)nc(CSc3nnc(N)s3)n2)c1
→ 27% | 5% | 6% | 2% | 0% | -21%[57.5 µM] | -11% | -17%
CCN(CC(=O)NC1CCS(=O)(=O)C1)c1ccc(S(C)(=O)=O)cc1[N+](=O)[O-] (centres undefined)
→ 10% | -12% | 4% | 4% | 0% | -14%[57.5 µM] | 0% | -7%
Cn1nnc(NC(=O)CSc2nnnn2-c2ccc(F)cc2)n1
→ -4% | 9% | 5% | 4% | -12% | -25%[57.5 µM] | 18% | -19%
COc1ccc(Oc2ccc(/C=N/NC(=O)c3cccnc3)cc2[N+](=O)[O-])cc1
→ 7% | -28% | -10% | -3% | 1% | -11% | -15% | ?
O=S1(=O)CCO[C@H]2Cc3ccccc3[C@H]2N1Cc1cccc(Cl)c1
→ 12% | -19% | 9% | -9% | 1% | i | 4% | ?
COCC(=O)Nc1nc2n(n1)C(c1ccccc1)CC(c1ccc(OC)cc1)N2 (centres undefined)
→ 36% | -2% | 1% | 5% | 1% | 0%[57.5 µM] | 8% | -1%
